PPARg SRC-1 ag: PPARgamma-driven SRC-1 recruitment agonism | P37231 | AID 631 | PPARgamma-SRC-1 coactivator recruitment biochemical assay | 0.41% of 200,000 active | activation, % at 8 µM; in the data active means activation above about 19%;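 further: 0% = DMSO and 100% = reference agonist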
PPARg SRC-2 ag: agonists of SRC-2 recruitment by human PPARgamma. 0.34% of 200,000 active. activation, % at 8 µM. PPARgamma LBD-SRC-2 recruitment, biochemical. P37231. AID 1032; in the data active means activation above about 22%;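 further: 0% = vehicle and 100% = reference agonist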
SRC2 TRFRET art: flags TR-FRET format artefacts in PPARgamma SRC-2 recruitment agonist screen | TR-FRET artefact counter-screen; active compounds read high | TR-FRET ratio at 8 µM | 0.4% of 200,000 active; in the data active means TR-FRET ratio above about 2000; further: inactives centre near 1500
STAT1 blocker: inhibitors of IFN-gamma induced STAT1 signaling; NIH 3T3 STAT1-luciferase reporter, luminescence; inhibition, % at 5.5 µM; 0.35% of 200,000 active; AID 920;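 active means inhibition above a set limit, the mean inhibition across all tested compounds plus 3 SD, cut at about 34% in these data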;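 further: 0% = IFN-gamma with DMSO and 100% = IFN-gamma with 300 µM nifuroxazide; values of inactives mirror those of a sister screen read the other way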
PPARg SRC-3 ag: PPARgamma-driven SRC-3 recruitment agonism; 0.26% of 200,000 active; AID 731; P37231; activation, % at 8 µM; biochemical PPARgamma/SRC-3 coactivator recruitment assay; in the data active means activation above about 23%;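 further: 0% = DMSO and 100% = reference agonist; some compounds past the cut are filed as inactive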
TLR4 MyD88 comp: TLR4-MyD88 interaction inhibition in cells; O00206+Q99836; HeLa CL3-4 TLR4/MyD88 BLA complementation, FRET ratio; inhibition, % at 8.4 µM; 0.18% of 200,000 active; AID 861; in the data active means inhibition above about 25%;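 further: 0% = vehicle and 100% = reference inhibitor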
Target sequence (O00206 whole entry, looked up): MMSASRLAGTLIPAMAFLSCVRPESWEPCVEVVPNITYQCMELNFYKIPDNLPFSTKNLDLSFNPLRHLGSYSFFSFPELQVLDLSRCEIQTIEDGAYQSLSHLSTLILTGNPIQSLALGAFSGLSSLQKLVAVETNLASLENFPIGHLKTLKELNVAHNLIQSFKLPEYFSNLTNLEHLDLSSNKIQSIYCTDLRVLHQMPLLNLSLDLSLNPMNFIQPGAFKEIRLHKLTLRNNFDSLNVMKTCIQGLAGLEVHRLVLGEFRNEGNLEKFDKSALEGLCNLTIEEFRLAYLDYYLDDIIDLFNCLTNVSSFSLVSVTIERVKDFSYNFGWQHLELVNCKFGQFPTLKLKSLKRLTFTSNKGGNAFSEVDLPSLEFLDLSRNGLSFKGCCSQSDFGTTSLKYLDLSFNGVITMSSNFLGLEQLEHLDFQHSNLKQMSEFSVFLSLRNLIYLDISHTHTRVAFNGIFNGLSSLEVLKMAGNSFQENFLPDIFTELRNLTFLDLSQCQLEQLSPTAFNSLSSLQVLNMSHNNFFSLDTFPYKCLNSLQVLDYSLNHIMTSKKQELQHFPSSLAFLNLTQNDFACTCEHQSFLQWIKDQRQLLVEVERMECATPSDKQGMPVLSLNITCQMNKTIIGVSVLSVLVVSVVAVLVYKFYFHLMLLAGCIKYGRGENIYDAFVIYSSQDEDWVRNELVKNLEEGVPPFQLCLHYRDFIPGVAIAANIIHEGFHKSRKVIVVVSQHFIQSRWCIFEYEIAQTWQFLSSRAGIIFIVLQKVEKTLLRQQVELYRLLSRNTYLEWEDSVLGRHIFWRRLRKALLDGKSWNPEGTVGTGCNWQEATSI
Target sequence (Q99836 whole entry, looked up): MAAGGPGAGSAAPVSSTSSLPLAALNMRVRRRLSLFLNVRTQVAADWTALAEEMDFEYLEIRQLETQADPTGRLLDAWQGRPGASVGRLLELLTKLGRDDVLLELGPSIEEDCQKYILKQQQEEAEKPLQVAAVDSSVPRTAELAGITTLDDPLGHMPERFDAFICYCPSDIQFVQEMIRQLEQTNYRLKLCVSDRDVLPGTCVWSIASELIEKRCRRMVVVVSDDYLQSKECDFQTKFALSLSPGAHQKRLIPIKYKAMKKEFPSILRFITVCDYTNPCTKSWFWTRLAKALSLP
STAT3 inh: inhibitors of IL-6 induced STAT3 signaling | 0.89% of 190,000 active | U3A cells, IL-6 STAT3-luciferase reporter, luminescence; host cell line lacks STAT1 | inhibition, % at 5.5 µM | AID 862;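 active means inhibition above the mean inhibition across all screened compounds plus 3 SD, cut at about 44% in these data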;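 further: 0% = DMSO only wells and 100% = 100 µM nifuroxazide control wells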
S1P3 antag: S1P3 (human) receptor antagonism. 0.27% of 170,000 active. inhibition, % at 4.98 µM. AID 485. Q99500. CHO S1P3 NFAT-BLA reporter, FRET fluorescence, antagonist mode;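 active means inhibition above the plate cutoff, the mean inhibition of test wells on that plate plus 3 SD, cut at about 28% in these data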;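 further: cells challenged with S1P at its EC80 of 0.8 µM; blue over green emission ratio from cleaved BLA substrate after 4 h stimulation; 0% = S1P-stimulated wells and 100% = unstimulated DMSO-only wells; some compounds past the cut are filed as inactive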
STAT3 act: activators of IL-6 induced STAT3 signaling. 0.91% of 190,000 active. activation (% of control), % at 5.6 µM. U3A cells, IL-6 STAT3-luciferase reporter, luminescence; 100% = signal with IL-6 EC80 alone;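 active means activation above the screen-wide mean of compound activation plus 3 SD, cut at about 130% in these data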;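 further: 0% = background luminescence of wells with medium and substrate only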
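Material: human STAT1-deficient U3A cells with stable STAT3-luciferase reporter / Probe or stimulus: IL-6 stimulus at 33 ng/mL final / Schedule: 1 h compound pre-exposure, 6 h IL-6 stimulation, 37 °C / Technique: luminescence / Read-out basis: percent of IL-6-only median luminescence / Control set: IL-6-only high control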
RAM inhibit: inhibitors of the yeast RAM network; S. cerevisiae dse1pr::URA3 reporter, 5-FOA growth OD615, 2 d; analog-sensitive cbk1-as2 kinase mutant strain; inhibition, % at 50 µM; 1.8% of 190,000 active; AID 868;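 active means inhibition above a set limit, 3 SD over mean compound inhibition, cut at about 8.4% in these data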;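 further: 0% = DMSO-only wells with no growth and 100% = 10 µM 1-NA-PP1 full growth; inhibition rescues growth on 5-FOA so higher OD means more RAM inhibition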
ROMK mod: human ROMK K+ channel modulation, primary screen. P48048. Tet-inducible ROMK, thallium flux fluorescence; actives lie on both sides. B-score at 10 µM. 2% of 130,000 active;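 active means signal ratio slope over the read window, or its plate-corrected B-score, at least 3 SD from the plate mean, either direction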;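 further: B-score of the F/F0 ratio slope over 7 to 12 s after thallium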
Numbers without * were called inactive; nt = not tested or not shown.

SMILES	STAT1 blocker	S1P3 antag	PPARg SRC-3 ag	STAT3 inh	STAT3 act	PPARg SRC-1 ag	RAM inhibit	TLR4 MyD88 comp	ROMK mod	SRC2 TRFRET art	PPARg SRC-2 ag
COc1cccc(NC=C2C(=O)OC(C)(C)OC2=O)c1	-4.0	18.6	1.0	10.6	94.7	6.0	1.6	8.6	nt	1613	12.7
c1ccc2c(c1)CCCC2C1=NCCN1 (stereo not drawn)	-3.1	-16.0	-0.6	-1.4	103.3	7.3	1.4	-0.1	nt	1495	2.8
CCOC(=O)N/N=C/c1ccc(OCCSc2ccc(Cl)cc2)c(OC)c1	-2.1	-2.6	-0.6	-6.7	106.0	-8.2	9.9*	6.0	1.32	1486	-3.0
O=C(CN1N=C(c2ccc(Cl)cc2)CCC1=O)NCc1cccs1	7.3	-11.1	-0.1	1.4	103.1	2.4	0.4	7.2	-1.68	1739	7.0
CC1(C)OC(=O)C(=CNc2cccc(C(=O)O)c2)C(=O)O1	0.3	-29.5	1.2	0.3	104.2	8.6	2.0	-0.8	nt	1662	-2.1
COc1cc(NC(=O)c2ccc(Cl)cc2)c(OC)cc1NC(=O)CN1CCCCC1	0.6	-30.5	4.6	-1.2	102.2	5.3	0.2	1.5	-0.254	1600	5.7
CS(=O)(=O)N1CCN(c2ccccc2NC(=O)c2cc(Br)ccc2Cl)CC1	5.9	8.6	3.6	17.9	88.8	8.0	2.8	-19.4	-0.148	1602	-3.6
Cc1ccc(S(=O)(=O)/N=C(\c2ccccc2)N(C)S(=O)(=O)c2ccc(C)cc2)cc1	5.3	nt	-8.0	9.0	97.8	-8.7	2.0	-4.9	0.786	1417	-4.9
COCCNC(=O)C(=O)NNC(=O)c1ccccc1OC	-0.6	-4.8	1.2	-46.3	141.7*	-3.7	-0.4	-12.6	0.864	1455	-5.7
CCCCn1c(SC(C)C(N)=O)nc2cc(C(=O)OC)ccc2c1=O (stereo not drawn)	-3.4	nt	5.5	22.0	84.4	1.7	3.2	0.0	nt	1649	5.5
O=C1C2C3C=CC(C3)C2C(=O)N1CCN1CCN(S(=O)(=O)c2ccc3ccccc3c2)CC1 (stereo not drawn)	3.9	nt	15.2	-0.4	103.0	-3.9	2.3	-13.3	-1.06	1539	8.1
CSc1[nH]c(=O)c(C(=O)O)cc1C#N	-1.3	-10.8	11.3	-3.0	102.6	1.3	1.8	2.9	nt	1539	0.4
CCN(CCNC(=O)C1CCN(S(C)(=O)=O)CC1)c1ccccc1	-5.3	-15.5	-5.1	-1.8	104.6	2.4	0.4	1.0	nt	1955	20.5
CCCn1c(C)nc2c(c1=O)c1nc3ccccc3nc1n2CCc1ccccc1	-4.4	-44.9	12.2	12.1	93.3	-0.3	nt	-7.5	nt	1490	4.0
C=CCSc1nc(=O)n2cccc(C)c2n1	5.7	nt	12.3	15.7	89.9	0.1	0.0	-11.5	nt	1778	6.3
Cc1ccc(N2CCN(C(=O)N3CCCC3)CC2)cc1C	4.7	nt	8.2	6.2	96.2	7.8	-0.7	-9.5	nt	1445	10.0
CCCn1ncc(CN2CCN(Cc3ccsc3)C(CCO)C2)c1C (stereo not drawn)	3.6	3.6	2.5	9.6	95.4	11.5	0.4	-2.5	-1.63	1730	5.2
Cn1c(=O)c(C(=O)COc2ccc(C#N)cc2)c(N)n(Cc2ccccc2)c1=O	1.3	9.7	-1.4	19.4	86.8	8.8	4.0	4.5	0.189	1648	-0.4
Clc1ccccc1-c1nnc(-c2ccc3c(c2)OCO3)o1	-13.6	-5.4	2.0	44.4*	65.7	5.5	5.4	-6.8	-0.229	1486	-5.2
Cc1cc2c(c(=O)n1Cc1ccco1)C(c1ccccc1)C(C#N)=C(N)O2 (stereo not drawn)	5.2	nt	-4.3	-3.7	104.4	-0.8	2.8	-11.2	nt	1417	-8.8
CCCN1C(=O)c2ccc(C(=O)Nc3cc(C)on3)cc2C1=O	4.6	-7.3	-2.8	-2.7	105.4	2.3	0.1	-2.7	nt	1439	-8.7
O=C(N/N=C/c1cccc([N+](=O)[O-])c1)c1cc(-c2ccccc2)nc2ccccc12	2.5	-12.2	1.1	1.6	98.9	1.2	3.9	-6.5	0.417	1670	3.9
Cc1noc(C)c1C(=O)NC(C)c1ccc(Cl)cc1Cl (stereo not drawn)	0.6	7.0	1.1	26.3	81.6	2.8	0.8	18.2	-0.793	1641	4.9
Cc1ccc(-n2cc(-c3ccc([N+](=O)[O-])cc3)[nH]c2=S)c(C)c1	-16.7	0.2	5.2	-6.7	104.4	4.0	1.9	0.2	0.907	1456	5.1
COC(=O)Nc1nc(-c2ccc(F)cc2)c(C)s1	-19.0	-13.6	-4.0	18.7	88.2	-9.3	-0.6	-6.7	-2.14	1471	0.9
COc1ccccc1CNC(=O)C[n+]1ccccc1	-4.4	nt	-0.6	-3.1	106.5	2.0	1.7	-1.2	0.131	1492	12.9
Cc1ccccc1N1CCN(C(=O)c2ccc(Oc3ccc(C(F)(F)F)cn3)cc2)CC1	-4.2	nt	-13.4	1.5	101.0	3.0	5.6	7.9	nt	1491	-2.8
CC(C)Cn1c(N)c(C=O)c(=O)[nH]c1=O	5.8	-0.3	3.2	11.6	95.8	0.5	-0.7	-3.5	-1.05	1503	0.6
CC(C)c1ccc(NC(=O)c2cnn(-c3ccccc3)c2NC(=O)c2ccco2)cc1	-7.2	-28.2	2.8	-3.6	106.8	-0.1	5.8	2.3	nt	1348	-3.8
CCOc1cc(/C=N/n2cnnc2)ccc1OS(=O)(=O)c1ccc(C)cc1	-10.6	15.3	-2.0	5.7	101.0	1.9	-0.2	2.9	0.0076	1518	-6.6
COC(=O)c1cc2sc(Cl)cc2n1CC(=O)N1CCCc2ccccc21	1.9	41.1	5.5	2.8	100.8	11.7	3.8	3.4	nt	1920	9.1
CN1CCN(C(=O)c2ccc(CSc3nc4ccncc4n3Cc3ccc(F)cc3)cc2)CC1	9.2	-6.5	2.6	8.6	92.5	-2.3	0.3	-3.0	0.194	1406	5.0
COc1ccc(S(=O)(=O)NCc2ccc3c(c2)OCO3)cc1C(=O)O	-14.1	1.7	-10.0	-0.3	103.3	-8.2	-0.1	15.3	nt	1409	-4.8
CCc1ccccc1N=C1SCC(=O)N1C	4.3	nt	-18.5	9.9	93.2	-1.0	1.4	-1.2	-0.145	1421	-4.6
Nc1nc(C2CCCCC2)cs1	-8.6	nt	-0.6	11.7	93.7	-1.9	0.9	3.7	-0.143	1460	6.6
O=C(NCCc1nc2ccccc2[nH]1)c1ccc(Cl)c([N+](=O)[O-])c1	10.9	-6.8	3.2	-10.8	106.5	-0.2	0.0	4.4	-0.117	1552	12.8
O=C(CC1C(=O)NCCN1CC1CCCCC1)NCc1ccccc1Cl (stereo not drawn)	-7.9	-12.2	4.2	-1.4	103.3	3.4	3.0	0.6	0.153	1413	0.1
O=C(Oc1ccccc1)c1cccc(N2C(=O)CCC2=O)c1	-4.0	-22.3	-4.2	10.6	96.3	0.2	0.9	-4.2	1.41	1532	9.3
CCCC12CN3CC(C)(CN(C1)C31CCCCC1)C2=O	2.4	nt	-2.5	-4.5	102.3	0.0	0.0	-3.9	0.0347	1495	5.4
CCCn1c(Cc2ccccc2)nnc1SCC(=O)N1CCOCC1	6.5	nt	-0.1	1.8	98.7	3.0	-0.1	-15.4	0.79	1492	-1.2
Cc1ccc(/C=C/c2ccc(=O)n(Cc3ccc(Cl)cc3Cl)n2)cc1	0.6	nt	-13.5	3.0	106.3	2.0	6.6	-7.0	nt	1314	-3.5
C=CCNC(=O)c1ccccc1NC(=O)C1COc2ccccc2O1 (stereo not drawn)	2.0	-15.5	5.2	4.1	98.5	2.8	6.0	-3.5	0.26	1626	4.9
O=C(Cn1nnc(-c2ccccc2NC(=O)c2ccco2)n1)NC1CCCCC1	1.5	24.3	3.6	0.0	103.2	3.7	4.5	-3.3	nt	1487	-1.4
OCCN1CCN(CCOc2ccccc2-c2ccccc2)CC1	-11.7	-0.3	-3.4	-1.0	103.3	0.6	1.0	-6.2	-1.51	1444	-2.0
Cc1ccc(C(=O)N/C(=C/c2ccccc2)C(=O)NCC2CCCO2)cc1 (stereo not drawn)	5.3	6.4	1.4	19.1	92.3	-1.1	1.0	14.9	-0.00733	1618	4.5
O=C(CSc1nnc(Cc2ccccc2)o1)NC1CC2CCC1C2 (stereo not drawn)	-0.5	4.1	-2.1	-2.4	104.6	-1.2	0.6	-2.0	0.364	1419	3.6
Cc1ccc(C)c(NC(=O)COC(=O)c2cccc3c2C(=O)c2ccccc2C3=O)c1	6.3	-15.1	3.4	20.0	83.2	6.7	1.9	-12.0	nt	1633	10.9
CN1CCN(c2ccc(Cl)cc2NC(=O)c2ccc(S(=O)(=O)N3CCCCCC3)cc2)CC1	9.6	47.0	4.1	9.4	97.3	-3.0	-0.8	-6.2	nt	1744	7.7
N#Cc1ccc(OCC(=O)N/N=C(\CCC(=O)O)c2cccs2)cc1	3.2	-10.7	2.9	8.2	93.8	-0.2	1.1	-9.7	-0.13	1725	12.7
O=C(O)/C=C\C(=O)Nc1ccc(N2CCN(c3ccc(Cl)c(Cl)c3)CC2)cc1	4.7	-12.3	8.0	19.8	85.8	-2.3	3.1	8.7	nt	1712	7.1

(more compounds)
SMILES	STAT1 blocker	S1P3 antag	PPARg SRC-3 ag	STAT3 inh	STAT3 act	PPARg SRC-1 ag	RAM inhibit	TLR4 MyD88 comp	ROMK mod	SRC2 TRFRET art	PPARg SRC-2 ag
COc1ccc(S(=O)(=O)NC(N)=NCCc2ccccc2OC)cc1	6.3	-30.4	18.1	4.3	101.3	10.6	0.5	-14.7	-0.197	1745	3.3
c1ccc(OCCCc2nc(-c3ccncc3)no2)cc1	0.2	-1.8	6.1	18.7	88.3	4.5	0.7	-2.2	nt	1533	7.5
C1=C(CCNCC2CC2)CCCC1	-1.3	nt	-7.9	-4.8	102.6	-0.2	-0.7	8.0	-0.823	1438	1.4
CCn1c(-c2cc(Br)ccc2O)n[nH]c1=S	-8.3	-8.6	-4.6	3.3	100.8	-1.9	nt	19.4	nt	1509	10.9
Cc1ccc(SCC(=O)OCn2nnc3ccccc3c2=O)cc1C	0.1	5.8	7.0	5.4	94.9	7.2	0.5	-6.1	0.315	1677	8.9
S=C(Nc1cccc(Cl)c1)N1CCOCC1	5.5	nt	4.6	13.9	95.5	0.1	2.0	3.0	nt	1543	5.5
S=c1[nH]nc(Cc2noc3ccccc23)n1-c1ccccc1	-6.4	-14.4	-2.4	3.1	101.2	6.7	1.6	2.0	0.0201	1557	1.4
CC(C)CN1C(=O)c2ccc(NC(=O)c3ccccc3F)cc2C1=O	-20.8	nt	2.6	6.8	92.0	7.0	2.8	-12.8	0.226	1511	4.2

Assay outcomes: PubChem BioAssay, several laboratories
